# Compound activity deposited in PubChem BioAssay by National Center for Advancing Translational Sciences (NCATS).
# ERK EGF block – qHTS Assay for Inhibitors of the ERK Signaling Pathway using a Homogeneous Screening Assay; Stimulation with EGF; HEK293-V1b, EGF-stimulated phospho-ERK AlphaScreen; Potency, µM (highest dose often 11.5 µM), inactives show at the top dose activity change, negative = inhibition, actives largely listed as inhibitors; actives 0.41% (n = 130,000); AID 1454, 2008; active means well fitted inhibition curve with a large enough effect; inconclusive means small, poorly fitted or top-dose-only effect, or effect the other way;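 further: plate controls were stimulated vehicle wells for no effect and unstimulated vehicle basal for full effect; nearly all actives have a fitted effect of over 55% in size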
#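 EGF-stimulated (25 nM, 5 min) phospho-ERK in HEK293 cells stably expressing V1b, cells pretreated 30 min with compound at 37C. Homogeneous AlphaScreen read on lysates.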
# * marks the source's active call; other numbers are inactive results; ? = inconclusive; [ ] = remark or other dose. Potency means the concentration at half of the fitted maximal effect. Not all compounds are listed. The share of hits here may be higher or lower than overall.
ERK EGF block,SMILES
3%,CCOC(=O)/C(C#N)=C(C)/C=C1\Sc2ccccc2N1CC
-1%,Cc1cc(C(F)(F)F)c(C#N)c(=O)[nH]1
2%,COCC(=O)Nc1ccc(S(=O)(=O)Nc2ccccn2)cc1
7%,COC(=O)c1c(NC(=S)Nc2ccc(CC(=O)O)cc2)sc(C)c1C
5%,COc1ccc2c(c1)C(NC(C)=O)C(=O)N2CCc1ccccc1 (centres undefined)
-5%[57.5 µM],C1CN(c2nc3nonc3nc2N2CCSCC2)CCO1
4%,Cc1ccc(C)c(N=C2CCCN2Cc2ccccc2)c1C#N
-2%,O=C1NC(=O)/C(=C\c2cn(Cc3ccccc3F)c3ccccc23)N1
-4%,COc1cccc(-c2nnc(-c3ccc(C(F)(F)F)cc3)o2)c1
1%,Cc1ccc(-c2nnn(CC(=O)N(c3ccccc3)C(C(=O)NC(C)(C)C)c3cccs3)n2)o1 (centres undefined)
-3%,Cc1ccc(CN2CCN(Cc3ccccc3-c3ccco3)CC2CCO)o1 (centres undefined)
10%,Cc1c(Cl)c(C(=O)NC2C3CC4CC(C3)CC2C4)nn1C (centres undefined)
12%[57.5 µM],Cc1cc(C(F)(F)F)cc(NNC(=O)NC(=O)c2ccc(Cl)cc2)n1
-5%[57.5 µM],Cc1ccc(C)n1-c1ccc(N2CCOCC2)c([N+](=O)[O-])c1
1%,CCN(CC)c1ccc(NC(=O)COc2ccccc2C)cc1S(=O)(=O)Nc1ccccc1OC
-1%[57.5 µM],Cc1ccc(-c2nn(-c3ccccc3)cc2/C=N/n2c(-c3ccncc3)n[nH]c2=S)cc1
10%,Cc1c(NC(=O)COC(=O)c2cc(-c3cccc4ccccc34)nc3ccccc23)c(=O)n(-c2ccccc2)n1C
1%,O=[N+]([O-])c1ccc(N2CCNCC2)cc1NCc1cccnc1
-12%,O=C(CCC1CCCN(C(=O)c2ccc3c(c2)OCO3)C1)N1CCN(c2ccccn2)CC1 (centres undefined)
0%,CCN(CC)C(=O)C(=O)Nc1ccc(Oc2ccccc2)cc1
-7%,COC(=O)c1nc2nc(-c3cccs3)cc(C(F)(F)F)n2n1
-4%,Cc1oc(/N=C/c2ccc(O)cc2O)c(C#N)c1C
-5%,COc1ccc(CC(NC(C)=O)C(=O)NC2CCN(C(=O)C3CC3)CC2)cc1OC (centres undefined)
0%[57.5 µM],COC(=O)c1cc(COc2ccc3ccc(=O)oc3c2)c(C)o1
-5%,CCOCCCNC(=O)CSc1nc2nc(C)c(Cc3ccccc3)c(C)n2n1
1%,COc1ccc(/C=N/N=C2/NC(=O)C(CC(=O)O)S2)cc1OCc1ccc(Cl)cc1Cl (centres undefined)
18%,Clc1cccc(Cl)c1CNc1ccc(N2CCCC2)cc1
8%,O=C(O)C1CCCCC1C(=O)NCc1ccc2c(c1)OCO2 (centres undefined)
-4%[57.5 µM],CC(C)NC(=O)NNC(=O)c1cc(COc2cc(Cl)cc(Cl)c2)on1
1%,COc1ccc(N/C=C\C(=O)c2ccc3c(c2)OCO3)cc1OC
1%,Cc1cc(C(=O)COC(=O)C2=NN(c3ccccc3)C(=O)CC2)c(C)n1CC(F)(F)F
-5%[57.5 µM],C/C(=N/NS(=O)(=O)c1ccc(C)cc1)[C@H]1C[C@@H]1c1ccccc1
-1%,O=C(N/N=C/c1cccnc1)c1ccccc1[N+](=O)[O-]
-2%[57.5 µM],COC(=O)c1sc(SC)c2c1CC(C)(C)C/C2=N/O
-3%,COC(=O)c1sccc1NC(=O)CSc1ccccc1NC(=O)CNC(C)C
11%,CCN(CC)C(=O)c1ccc2nc(-c3ccccc3)c(-c3ccccc3)nc2c1
6%,CCc1cccc(C)c1NC(=S)N1CCCC1C(=O)O (centres undefined)
14%[57.5 µM],Cc1cc(C)nc(CCNC(=O)c2cc(COc3ccc(F)cc3F)on2)n1
3%,COc1ccc(/C=C/C(=O)NCc2nc3ccccc3[nH]2)cc1OC
9%,COc1ccc(C(=O)CN2C(=O)NC3(CCCc4ccccc43)C2=O)cc1OC (centres undefined)
-11%[57.5 µM],COc1ccc(C(=O)Nc2nc3ccccc3c(=O)[nH]2)cc1
1%,CN(C(=O)CO/N=C/c1ccc(OC(F)F)cc1)C1CCS(=O)(=O)C1 (centres undefined)
-6%,Cc1nnc(C)n1/N=C/c1cccc(Oc2ccccc2)c1
7%,COc1cc(SC)ccc1C(=O)N1CCCCCC1
16µM*,COc1ccc(-c2csc(NC(=O)c3ccoc3C)n2)cc1
16%[57.5 µM],CCCN(CCC)C(=O)/C=C/c1cccc([N+](=O)[O-])c1
-17%,CCC(C)NS(=O)(=O)c1ccc(F)c(C(=O)Nc2c(F)cc(F)cc2Br)c1 (centres undefined)
2%[57.5 µM],CCc1ccc2[nH]c3nc(SCc4nnc(-c5ccccc5)o4)nnc3c2c1
7%,O=C(c1ccco1)N1CCn2cccc2C1c1ccccc1 (centres undefined)
2%,Brc1ccc(-c2nnc3sc(CNC4CCCC4)cn23)cc1

# Four entries from above, as labelled records:
O=C(N/N=C/c1cccnc1)c1ccccc1[N+](=O)[O-]
  ERK EGF block: -1%
COC(=O)c1sc(SC)c2c1CC(C)(C)C/C2=N/O
  ERK EGF block: -2%[57.5 µM]
COC(=O)c1sccc1NC(=O)CSc1ccccc1NC(=O)CNC(C)C
  ERK EGF block: -3%
CCN(CC)C(=O)c1ccc2nc(-c3ccccc3)c(-c3ccccc3)nc2c1
  ERK EGF block: 11%

# Next part
ERK EGF block,SMILES
9%,Nc1cc(=O)[nH]c(SCC(=O)Nc2ccccc2-c2ccccc2)n1
-1%[57.5 µM],CCCCNC(=O)c1cn(CC)c2cc(N3CCN(C)CC3)c(F)cc2c1=O
-3%,CCOC(=O)c1[nH]c2ccccc2c1NC(=S)Nc1ccccc1C
-5%[57.5 µM],O=S(=O)(c1ccccc1)N1CN(Cc2ccc(F)cc2)c2nc3ccccc3nc21
-2%,CCOC(=O)c1c(NC(=O)Cn2cnc3sc(C)c(-c4ccccc4)c3c2=O)sc(C)c1C
-1%,S=C1NC2(CCCCC2)N=C1c1ccccc1
-9%,NC(=O)NNc1ncc(C(F)(F)F)cc1Cl
3%,COc1ccccc1NS(=O)(=O)c1ccc(/C=C/C(=O)O)cc1
-9%[57.5 µM],CCCCCCC1CC(=O)NC(=O)N1 (centres undefined)
5%,O=C(c1n[nH]c2ccccc12)N1CCN(c2ccc(F)cc2)CC1
2%,CC(=O)NS(=O)(=O)c1ccc(N=NN2CCCCC2)cc1
-5%[57.5 µM],Cc1cc(N2CCOCC2)nc(N2CCOCC2)n1
1%,O=C(CCCN1C(=O)/C(=C\c2cccs2)SC1=S)Nc1cccc(C(=O)O)c1
-13%,CC(C(=O)NCc1ccco1)c1ccc([N+](=O)[O-])cc1 (centres undefined)
2%,Cn1c(=O)cc(SCC(=O)NCc2cccnc2)c2ccccc21
2%,CCCC(CCC)=NNC(=O)CN(Cc1ccccc1)S(=O)(=O)c1ccccc1
1%,Cc1ccc(S(=O)(=O)NCc2ccc(C(=O)NCCN(Cc3ccccc3)C(C)C)cc2)cc1
10%,C=CCn1c(SCC(=O)Nc2ccc(-c3nc4ccc(C)cc4s3)cc2)nnc1-c1ccccc1
2%,O=[N+]([O-])c1ccc(Sc2n[nH]c(-c3ccncc3)n2)nc1
-11%,C[C@@]1(C(=O)O)NCCc2cc(O)c(O)cc21
-10%,CCc1cccc2sc(NC(=O)c3ccc(N4C(=O)CCC4=O)cc3)nc12
?,S=C(Nc1ccc(Oc2ccccc2)cc1)N1CCN(c2ccccn2)CC1
1%,COC(=O)c1ccc(Oc2c(Cl)cccc2[N+](=O)[O-])cc1
-8%,Cc1cc(NS(=O)(=O)c2ccc(N)cc2)no1
19%,C[C@@](N)(Cc1ccc(O)cc1)C(=O)O
-7%[57.5 µM],COc1ccc(NC(=O)COc2ccc3oc(=O)cc(C)c3c2)cc1
-12%,O=C(CCN1C(=O)c2ccccc2S1(=O)=O)Nc1ccccc1
8%[57.5 µM],COCCOC(=O)/C(=C\c1cc(C(C)(C)C)c(O)c(C(C)(C)C)c1)C(C)=O
-2%[57.5 µM],CCCCNC(=O)c1onc(CSc2ccncc2)c1C(=O)NCCCC
8%,COc1ccc2c(c1)[nH]c1c(=O)n(/N=C/C3C(C)C=C(C)CC3C)c(=O)[nH]c12 (centres undefined)
0%,C[C@@H](C(=O)Nc1ccc2ccccc2c1)[C@H]1C[C@]1(C)[C@H](NS(=O)(=O)c1ccc2ccccc2c1)c1ccccc1
-12%,CCCn1c(C)nc2c(N3CCCN(Cc4ccccc4)CC3)nc(C)nc21
-9%,Fc1ccc(CNC(=S)NC2CCCCCC2)cc1
12%,NS(=O)(=O)c1ccc(N=Cc2ccc(Br)s2)cc1
3%,CC(C)CNC(=O)CC(=O)N/N=C/c1ccc(F)cc1
2%,Cc1sc2c(c1C)CN(CCN1CCOCC1)CN2C(=O)c1ccccc1
8%[57.5 µM],O=C(O)c1ccccc1Sc1ccccc1S(=O)(=O)NC1CCCCC1
8%,COCC(=O)N1CCC2(CCCN(C(=O)Nc3ccccc3)C2)CC1
1%,CN1CCN(C2=Nc3c(Cl)cc(Cl)c4cccc2c34)CC1
-7%,COc1ccc(Nc2ncc(F)c(N3CCOCC3)n2)cc1
-4%,Cc1c(N2C(=O)C(=O)/C(=C(/O)c3ccc(Cl)cc3)C2c2ccccc2)c(=O)n(-c2ccccc2)n1C (centres undefined)
-5%,Cc1nnc(SCc2c(Cl)cccc2Cl)n(N)c1=O
-4%,N/C(=N\OC(=O)c1ccc(Cl)cc1Cl)c1cccnc1
?,O=C(Nc1ccc([N+](=O)[O-])cc1)Nc1ccc(N2CCOCC2)c2nonc12
-2%,O=C(Cn1nnc(-c2cccs2)n1)NCCc1ccccc1
6%[57.5 µM],CCCCOC(=O)c1sc2nc(C)cc(C)c2c1N
-4%[57.5 µM],O=C(NCc1ccco1)NC(=O)c1csc([N+](=O)[O-])c1
9%,CCOc1cc(C2C(C#N)=C(N)OC(C)=C2C(C)=O)c(Br)c(Br)c1OC(C)C (centres undefined)
-4%[57.5 µM],CC(=O)N(CCC1(c2ccc(C)cc2)CCOC(C(C)C)C1)Cc1ccco1 (centres undefined)
-8%,COC(=O)[C@H]1Cc2c([nH]c3ccccc23)CN1C(=O)COc1ccc2c(C)cc(=O)oc2c1

# Arranged by heavy-atom count (largest number first): part of the list above
ERK EGF block,SMILES
0%,C[C@@H](C(=O)Nc1ccc2ccccc2c1)[C@H]1C[C@]1(C)[C@H](NS(=O)(=O)c1ccc2ccccc2c1)c1ccccc1
-8%,COC(=O)[C@H]1Cc2c([nH]c3ccccc23)CN1C(=O)COc1ccc2c(C)cc(=O)oc2c1
8%,COc1ccc2c(c1)[nH]c1c(=O)n(/N=C/C3C(C)C=C(C)CC3C)c(=O)[nH]c12 (centres undefined)
8%[57.5 µM],O=C(O)c1ccccc1Sc1ccccc1S(=O)(=O)NC1CCCCC1
-7%,COc1ccc(Nc2ncc(F)c(N3CCOCC3)n2)cc1
-4%,N/C(=N\OC(=O)c1ccc(Cl)cc1Cl)c1cccnc1

# Next section:
ERK EGF block,SMILES
7%,O=C(Nc1nc(-c2ccccc2)cs1)c1ccccc1NS(=O)(=O)c1ccc(F)cc1
0%,C[C@H]1/C=C\CC(=O)NCc2cccc(c2)CNC(=O)N[C@H]1c1ccccc1
-15%[57.5 µM],C/C(=N\Nc1ccc2nncn2n1)c1ccc(Br)s1
-1%,COc1ccc(S(=O)(=O)N(CC(=O)Nc2ccc(S(=O)(=O)N3CCOCC3)cc2)Cc2ccc(F)cc2)cc1
3%,O=C(NCc1nnc(SCC(=O)N2CCc3ccccc32)o1)c1ccco1
-12%[57.5 µM],COC(=O)[C@@H](N)CS
-2%,O=C(NN1S(=O)(=O)c2ccccc2S1(=O)=O)c1ccc(Br)cc1
-5%,C/C(=N\Nc1ccc(F)cc1F)c1ccc(Br)s1
2%,C/C(N)=C(/C#N)C(=O)COC(=O)c1cccc2ccccc12
2%,O=S1(=O)CCN2C(c3cccc4ccccc34)=CSC2=N1
-7%[57.5 µM],O=C(Nc1ccc(F)cc1)Oc1ccccc1N1CCOCC1
13%,N#Cc1cccc(-c2nc(N3CCNCC3)c3ccccc3n2)c1
-10%,COc1ccc(C)cc1Nc1nc(-c2c(C)[nH]c3ccccc23)cs1
-3%[57.5 µM],CCc1ccc(NC(=O)Cn2nnc(-c3ccc(C)cc3-n3cnnn3)n2)cc1
2%,CN1CCCc2cc(C=O)ccc21
7%,COc1cccc2c1OCC(CN1CCN(C3CCCCC3)C(CCO)C1)=C2 (centres undefined)
1%,Cc1ccc(S(=O)(=O)N2CCOCC2)cc1C(=O)Nc1ccc(S(=O)(=O)Nc2nccs2)cc1
-8%,CCOc1ccc(Cl)cc1CNc1nnnn1C
1%,Cc1nn(Cc2ccccc2)c(Cl)c1C(=O)NC(C)(C)C
0%,CC12CCC(c3nnc(SCc4ccc(Cl)cc4)nc31)C2(C)C (centres undefined)
-1%,CN(C)c1ccc(N2C(=O)CC(Sc3ccccc3C(=O)O)C2=O)cc1 (centres undefined)
9%[57.5 µM],Cc1nnc(NC(=O)c2ccc(S(=O)(=O)N3CCOCC3)cc2)s1
-12%,C/C(CCc1ccccc1)=N\NC(=O)CC(=O)NCCc1ccccc1
-5%[57.5 µM],Cc1cc(C)n(-c2ccc(C(=O)NC3=NCCS3)cc2)n1
7%,Nc1ccc(C(=O)OCC(=O)N2c3ccccc3Sc3ccccc32)cc1[N+](=O)[O-]
4%,CCOc1ccc(N2CC(O)(c3ccc(F)cc3)[N+]3=C2CCCC3)cc1 (centres undefined)
-2%,Cc1cccc2cc(C3CC(c4ccco4)=NN3S(=O)(=O)c3ccccc3)c(Cl)nc12 (centres undefined)
